Keap1-Nrf2 PPI = inhibitors of human Keap1-Nrf2 protein-protein interaction; AID 504523; Keap1 Kelch-Nrf2 peptide fluorescence polarization, 1536-well; 0.15% of 340,000 active; Q14145; inhibition, % at 9.4 µM; in the data active = inhibition above about 12%;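 note: human Keap1 Kelch domain with fluorescein labeled Nrf2 9mer peptide probe; 0% = neutral control wells and 100% = peptide positive control; higher means more block of Keap1 binding to Nrf2 peptide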
PKA-R2B activ = activates the human PKA-R2B holoenzyme complex; activation, % at 11.4 µM; PKA-R2B holoenzyme dissociation, Cy5-IP20 fluorescence polarization; R2B truncated from residue 108, S112A mutant; 0% DMSO only, 100% 113 µM cGMP; 0.079% of 340,000 active; P22694+P31323;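 active = activation above a cutoff set at the mean over all compounds plus 3 SD, cut at about 18% in these data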;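 note: higher means more holoenzyme dissociation and a rise in polarization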
PvdQ inh = blocks Pseudomonas aeruginosa PvdQ acylase activity. purified PvdQ acylase, fluorescence plate reader. 0.063% of 340,000 active. inhibition, % at 10 µM; in the data active = inhibition above about 30%, passing the limit was not always enough;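 note: 0% = vehicle neutral wells and 100% = reference inhibitor wells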
SR-BI uptake up = activators of SR-BI mediated HDL lipid uptake | CHO ldlA[mSR-BI] cells, DiI-HDL uptake fluorescence, 3 h; 100 = double the neutral-control signal | activation, % at 12.5 µM | 0.096% of 320,000 active | AID 504775;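 active = mean replicate activation of at least 60% and every replicate at or above 60%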;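 note: 0% = median plate neutral-control signal and 100% = twice that signal; values of inactives mirror those of a sister screen read the other way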
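System: LDL receptor-deficient CHO ldlA cells overexpressing murine SR-BI | Timing: 3 h uptake period with compound, 37 °C | Medium: HEPES-buffered (25 mM, pH 7.4) F12 plus 0.5% BSA | Dosing: Single-point compound dose | Signal: Bottom-read fluorescence, 550/595 nm | Read-out: Retained DiI signal reflecting DiI-HDL uptake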
Arrestin-AP2 inh = human beta-arrestin and AP2 interaction inhibition; FITC-arrestin peptide / GST-AP2 beads, flow cytometry; AP2 beta2 appendage carries R879A mutation; inhibition, % at 10 µM; 0.31% of 340,000 active; AID 504490;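 active = inhibition above a set limit, near 3 SD of compounds lacking own fluorescence, cut at about 54% in these data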;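 note: plate controls were DMSO wells for no effect and 5 µM unlabelled arrestin peptide for full effect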
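Material – AP2 appendage R879A on GSH beads · Buffer or medium – PBS with 0.05% Tween 20 and 0.1% BSA · Probe or stimulus – fluorescein-tagged arrestin peptide at 50 nM final · Incubation – compound with beads 12 min RT, then probe 1 h RT · Detection – high-throughput flow cytometry of beads, ex 488, em 535 nm · Evaluation – percent response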
NSD2 inh = NSD2 (human) methyltransferase inhibition; O96028; NSD2 peptide methylation, AlphaScreen, 120 min; inhibition, % at 12.5 µM; 0.54% of 310,000 active; AID 743445; in the data active = inhibition above about 50%
DAGLB inh = diacylglycerol lipase beta (human) inhibition. Q8NCG7. HEK293T DAGLB membrane lysate, EnzChek fluorogenic substrate. inhibition, % at 5.17 µM. 0.059% of 340,000 active; in the data active = inhibition above about 34%;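 note: 0% = enzyme with vehicle and 100% = wells lacking enzyme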
Target sequence (Q8NCG7 whole entry, looked up): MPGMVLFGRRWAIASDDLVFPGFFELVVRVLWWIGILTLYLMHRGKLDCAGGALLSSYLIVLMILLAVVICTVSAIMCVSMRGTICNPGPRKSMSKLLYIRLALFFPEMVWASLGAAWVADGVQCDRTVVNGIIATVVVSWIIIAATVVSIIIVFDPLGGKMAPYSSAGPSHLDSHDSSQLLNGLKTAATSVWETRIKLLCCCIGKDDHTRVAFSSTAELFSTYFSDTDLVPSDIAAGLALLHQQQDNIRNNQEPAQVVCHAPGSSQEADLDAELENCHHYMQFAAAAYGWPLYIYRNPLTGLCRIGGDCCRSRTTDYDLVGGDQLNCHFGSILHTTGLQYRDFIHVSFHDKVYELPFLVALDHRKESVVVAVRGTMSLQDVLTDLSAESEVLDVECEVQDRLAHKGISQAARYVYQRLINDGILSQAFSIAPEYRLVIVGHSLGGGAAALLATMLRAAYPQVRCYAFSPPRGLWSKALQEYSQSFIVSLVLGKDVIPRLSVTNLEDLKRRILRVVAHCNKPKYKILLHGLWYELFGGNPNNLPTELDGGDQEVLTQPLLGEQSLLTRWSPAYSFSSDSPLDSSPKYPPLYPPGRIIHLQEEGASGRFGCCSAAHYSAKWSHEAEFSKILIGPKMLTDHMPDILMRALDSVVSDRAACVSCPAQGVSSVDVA
C-LANA FP = blocks KSHV LANA C-terminal domain binding to DNA; MBP-C-LANA/FAM-LBS DNA binding, fluorescence polarization; inhibition, % at 9 µM; 0.078% of 340,000 active; AID 504423;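 active = highest replicate inhibition at or above 60% at 9 µM, even if other replicates fall short; inactive = all replicates below 60% inhibition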;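 note: 0% = neutral control wells and 100% = 4 µM acridine orange control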
SR-BI HDL uptake = inhibitors of mouse SR-BI mediated HDL lipid uptake; AID 488896; inhibition, % at 12.5 µM; ldlA[mSR-BI] CHO cells, DiI-HDL uptake fluorescence, 3 h; 0.96% of 320,000 active; Q61009;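 active = mean replicate inhibition of at least 70% and a set share of replicates each scoring 70 or more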;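 note: 0% = median of neutral control wells and 100% = median of positive control wells; values of inactives mirror those of a sister screen read the other way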
RTF Ca sens inh = cardiac RTF calcium desensitization; IANBD-labeled cardiac RTF, Ca2+ fluorescence; inhibition, % at 7.15 µM; 0.12% of 340,000 active;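 active = inhibition above the mean inhibition of all tested compounds plus 3 SD, cut at about 17% in these data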;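 note: assay run at fixed EC70 calcium of 1.6 mM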
* marks the source's active call; other numbers are inactive results; . = no result given.

SMILES	Keap1-Nrf2 PPI	PKA-R2B activ	PvdQ inh	SR-BI uptake up	Arrestin-AP2 inh	NSD2 inh	DAGLB inh	C-LANA FP	SR-BI HDL uptake	RTF Ca sens inh
CCOc1ccc(-c2c[n+](=O)c3c(n2[O-])CCCC3)c(OCC)c1	-2	-8	-6	26	6	5	-1	-0.5	-26	-10
Cc1ccc(S(=O)(=O)/N=C(\N)Nc2nc(C)c3ccc(C)cc3n2)cc1	-3	-5	-6	3	2	2	1	0.3	-3	1
O=C(NCC(c1cccnc1)N1CCN(c2ccccc2F)CC1)c1ccco1 (configuration not stated)	2	4	-10	14	-2	.	1	0.0	-14	-9
O=C(CSc1nnc(-c2ccccn2)n1Cc1ccco1)c1ccc(-c2ccccc2)cc1	-14	1	11	-4	-5	-1	7	0.2	4	-1
O=C(Nc1cc(F)ccc1F)C1CCCN1S(=O)(=O)c1cccc2nsnc12 (configuration not stated)	3	-3	9	19	25	0	1	-1.4	-19	-6
C=CCn1c(SCC(=O)N2CCOCC2)nc2ccccc2c1=O	-8	-9	-8	0	0	-4	-1	1.3	0	-2
C=CCNC(=S)NCC1COc2ccccc2O1 (configuration not stated)	-5	-19	-4	12	-6	1	-4	1.1	-12	7
CCCCn1c(C)nc2cc(S(=O)(=O)N3CCOCC3)ccc21	-3	4	-13	40	-5	-1	1	0.4	-40	-6
c1ccc(Oc2cccc(Oc3ccccc3)n2)cc1	1	-3	-1	5	35	-2	-9	0.6	-5	0
CCN1CCc2nc(NC(=O)c3cc(F)c(F)cc3Cl)sc2C1	-1	9	10	-20	29	18	0	1.4	20	-6
Nc1ccc(C(=O)OCC(=O)NC2CC2)cc1[N+](=O)[O-]	-5	-7	-12	.	0	-3	0	-0.9	.	2
CC(=O)c1ccc(NC(=O)CSc2cn[nH]n2)cc1	-8	-9	-19	.	-8	-1	1	-1.4	.	3
COc1ccc(-c2nc3oc4cc(OC)ccc4c(=O)c3c(=O)n2Cc2ccco2)cc1	-4	-2	-17	-69	13	1	2	-0.3	69	-6
CC(=O)Nc1ccc2c(c1)n(C)c(=O)n2C	1	-6	-15	22	-3	-2	-4	-0.1	-22	0
OC1CSc2nc3ccccc3n2C1 (configuration not stated)	1	-6	-8	5	6	2	3	-0.7	-5	-6
O=C1C=C(c2ccc3c(c2)oc2ccccc23)C[C@@H](c2ccc3c(c2)OCO3)C1	-4	-5	-5	2	27	.	0	-1.0	-2	-12
c1ccc(N2CCN(c3nc4cc5c(cc4s3)OCO5)CC2)cc1	1	2	13	-4	3	-7	0	2.7	4	7
CCc1c(C(=O)N/N=C/c2cn[nH]c2-c2ccc(F)cc2)csc1C	1	-6	-17	-12	-8	0	-3	0.2	12	-5
Cc1cccc(N2Cc3ccc(Br)cc3C2)c1	-3	4	-11	-2	6	0	-4	-1.2	2	1
CC(c1ccncn1)N(C)Cc1nc(Cc2ccccc2F)no1 (configuration not stated)	-4	-2	6	30	12	-1	1	-0.5	-30	9
COc1ccccc1CCNC(=O)c1cccc(S(=O)(=O)NCc2ccccc2)c1	-3	-2	-9	-41	-3	-1	3	0.7	41	-10
NC(=O)c1nsc(C(=O)N(Cc2ccco2)C(C(=O)NCC2CCCO2)c2ccc(O)cc2)c1N (configuration not stated)	-3	-13	-8	.	-17	-3	1	0.3	.	-21
CCOC(=O)N1CCN(CC(O)COc2ccccc2C(C)(C)C)CC1 (configuration not stated)	-1	5	-3	15	-6	-2	-5	-1.1	-15	-13
O=C(CCS(=O)(=O)c1ccc(Br)cc1)NCCc1ccc(Cl)cc1	-2	-10	-11	49	-9	11	3	4.5	-49	-3
Nc1nc(NCC2CCCO2)nc(Nc2cccc(Cl)c2)c1[N+](=O)[O-] (configuration not stated)	-2	2	6	8	7	-2	-7	-0.9	-8	-6
Cc1ccc(S(=O)(=O)NC2CCSC2=O)cc1C (configuration not stated)	-3	-6	-16	25	-3	1	-3	0.9	-25	-5
CCc1ccc(NS(=O)(=O)c2c(C)noc2C)cc1	1	2	-5	-1	-20	-3	-4	-0.5	1	6
Cc1cccc(-c2noc(CNC(=O)COc3ccccc3C)n2)c1	-6	2	-6	18	36	-2	-5	2.6	-18	-7
CCC(=O)Nc1ccc(C(=O)NNC(=O)c2ccc(Cl)cc2)cc1	1	-5	-3	-17	-6	-1	-2	1.9	17	-1
C#CCOCCOCCOCCNc1nc(N2CCN(C(=O)C([C@@H](C)CC)n3cc(C(N)CC(C)C)nn3)CC2)nc(N2CCN(C(=O)[C@H](CCC(=O)O)n3cc(C(N)[C@H](C)CC)nn3)CC2)n1 (some centres not stated)	0	-2	-18	19	-3	.	-1	0.1	-19	-9
CC(=O)Nc1ccccc1NC(=O)C/C(C)=N/NC(=O)C(=O)N1CCCCC1	-1	2	10	.	23	3	2	-0.6	.	-10
CC(/C=N/n1c(-c2cccnc2)n[nH]c1=S)=C\c1ccco1	7	-7	-9	-5	-10	7	-1	6.1	5	-9
CCN(CC)C(=O)CN(c1cccc(C(F)(F)F)c1)S(C)(=O)=O	2	-7	9	13	34	0	0	0.2	-13	-3
CCN=C1SC(CC(=O)NC(C)C)C(=O)N1CC (configuration not stated)	-1	3	3	7	28	-4	2	-0.6	-7	14
O=C(Cn1cc(S(=O)(=O)Cc2ccccc2F)c2ccccc21)N1CCOCC1	-6	-8	-13	.	5	-3	-4	-0.6	25	0
CCN(CC)CCCn1c2c(c(SCC(=O)Nc3ccccc3Cl)nc1=O)CCC2	0	-10	7	16	42	27	1	1.0	-16	6
COc1ccccc1Oc1coc2c(CN(C)C)c(O)ccc2c1=O	3	0	-12	8	2	0	-1	-1.1	-8	-3
COc1ccc(NC(=O)NNC(=O)COc2ccc3ccccc3c2)cc1OC	-1	2	7	3	37	1	4	0.3	-3	-6
CC(=O)c1cccc(OCc2cc(C(=O)N3CCC(N4CCCCC4)CC3)no2)c1	-2	-5	-14	-26	1	4	2	-1.0	26	1
O=C(c1ccccn1)c1ncc(C(F)(F)F)cc1Cl	6	-3	2	14	14	2	1	-0.6	-14	2

One compound at a time (already shown). Order of screens: Keap1-Nrf2 PPI, PKA-R2B activ, PvdQ inh, SR-BI uptake up, Arrestin-AP2 inh, NSD2 inh, DAGLB inh, C-LANA FP, SR-BI HDL uptake, RTF Ca sens inh
C=CCNC(=S)NCC1COc2ccccc2O1 (configuration not stated) across the screens: -5, -19, -4, 12, -6, 1, -4, 1.1, -12, 7
CC(/C=N/n1c(-c2cccnc2)n[nH]c1=S)=C\c1ccco1 across the screens: 7, -7, -9, -5, -10, 7, -1, 6.1, 5, -9
Cc1ccc(S(=O)(=O)NC2CCSC2=O)cc1C (configuration not stated) across the screens: -3, -6, -16, 25, -3, 1, -3, 0.9, -25, -5

Four compounds out of the list, arranged by molar mass, rising:
SMILES	Keap1-Nrf2 PPI	PKA-R2B activ	PvdQ inh	SR-BI uptake up	Arrestin-AP2 inh	NSD2 inh	DAGLB inh	C-LANA FP	SR-BI HDL uptake	RTF Ca sens inh
O=C(c1ccccn1)c1ncc(C(F)(F)F)cc1Cl	6	-3	2	14	14	2	1	-0.6	-14	2
CC(/C=N/n1c(-c2cccnc2)n[nH]c1=S)=C\c1ccco1	7	-7	-9	-5	-10	7	-1	6.1	5	-9
CC(=O)c1cccc(OCc2cc(C(=O)N3CCC(N4CCCCC4)CC3)no2)c1	-2	-5	-14	-26	1	4	2	-1.0	26	1
NC(=O)c1nsc(C(=O)N(Cc2ccco2)C(C(=O)NCC2CCCO2)c2ccc(O)cc2)c1N (configuration not stated)	-3	-13	-8	.	-17	-3	1	0.3	.	-21

(cont.)
SMILES	Keap1-Nrf2 PPI	PKA-R2B activ	PvdQ inh	SR-BI uptake up	Arrestin-AP2 inh	NSD2 inh	DAGLB inh	C-LANA FP	SR-BI HDL uptake	RTF Ca sens inh
CCn1c(COC(=O)CNC(=O)c2ccccc2)nc2cc(S(=O)(=O)N(C)C)ccc21	-3	-8	-14	-4	-5	0	-1	0.4	4	-7
CC(=O)c1cccc(NC(=O)Cn2cnc(S(=O)(=O)N3CCC(C)CC3)c2)c1	-8	-9	-13	.	-2	-1	-1	-3.5	-29	0
CN1CCN(C(=O)c2cc3c(s2)-c2ccccc2S(=O)(=O)C3)CC1	1	-1	-1	7	3	.	2	-2.3	-7	-8
Cn1c(=O)c(S(=O)(=O)C(C)(C)C)c(O)c2ccccc21	-5	-11	-12	34	-1	0	0	-0.6	-34	-7
CC(C)CNC(=O)c1ccccc1NC(=O)c1ccc(CSc2ccccc2)cc1	3	0	-6	-28	-9	-1	-20	-0.9	28	2
O=C(NN1C(=O)c2ccccc2C1=O)C1C2CCCCC21 (configuration not stated)	-2	-4	2	8	41	-2	-4	0.6	-8	-12
COc1ccc(C(=O)NCCn2cc(SCC(=O)NCC3CCCO3)c3ccccc32)cc1OC (configuration not stated)	1	-4	1	-44	19	-3	-3	-1.2	44	2
Cc1ccc(C(=O)Oc2ccccc2N2C(=O)C3C4CCC(C4)C3C2=O)cc1 (configuration not stated)	-8	2	-23	-25	2	-1	-3	1.5	25	-3
O=C(COC(=O)Cc1n[nH]c(=O)c2ccccc12)NNC(=O)c1ccccc1	0	-10	18	-4	25	-1	1	0.8	4	-5
O=C(CN1C(=O)/C(=C/c2ccc(F)cc2)SC1=S)NC1CCS(=O)(=O)C1 (configuration not stated)	-3	0	1	-5	30	4	-2	0.7	5	0
CC(C)OC(=O)CC(=O)CSc1nc2c(c(-c3cccs3)c1C#N)CCC2	-6	-13	-16	-17	7	-2	-17	0.2	17	-7
CC1CCc2cc(F)ccc2N1C(=O)CSc1nnc(-c2cccs2)n1C (configuration not stated)	-10	-6	-11	-4	-2	-4	0	1.4	4	-9

Assay outcomes as filed in PubChem.
